CD40 NFkB inh = CD40 pathway inhibition in BL2 cells; BL2 NF-kB luciferase reporter, CD40L-induced, 4 h; inhibition, % at 10 µM; 83,000 compounds, 0.94% hits;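 active means mean inhibition of at least 50% with a set share of replicates also reaching that level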;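 further: 0% = neutral control wells and 100% = IKK inhibitor VII at 50 µM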
* hit, by the source's call; [ ] = another dose, or the depositor's remark. Some of the compounds tested; count on the stated rates, not on these rows.

SMILES | CD40 NFkB inh
Cc1ccsc1C(=O)C1CCCN(Cc2ccccc2O)C1 (stereo not given) | 4
COc1cc(C(=S)N2CCOCC2)cc(OC)c1OC(=O)Cc1ccccc1 | 0
COc1ccc(C2=NCC(=S)Nc3ccc(Cl)cc32)cc1Cl | 7
Cn1cc(C(=O)OCC(=O)N2CCCC2)c2ccccc21 | 0
CCOC(=O)c1c(C)[nH]c(C)c1C(=O)C(Cc1ccccc1)N(C)C (stereo not given) | 2
Cc1cc(OC(=O)N(C)C)nc2c1c(C)nn2C | 3
CC(=O)N1C2CN(C)CC1C2c1ccc(Br)cc1 (stereo not given) | -2
Cc1occc1C(=O)N1CCC2(CC1)OCCO2 | -54
C[C@H](CO)N1C[C@H](C)[C@@H](CN(C)C(=O)Oc2cccc3ccccc23)OCc2cn(nn2)CCCC1=O | -2[25 µM]
COC(=O)C12CCc3c(ccc4cc(OC)ccc34)C1=CC(=O)C2 (stereo not given) | 2
CSc1ccc(C(=O)C2CCCN(CCCn3cccn3)C2)cc1 (stereo not given) | -2
C[C@]12CC[C@H](O)C[C@H]1CC[C@@H]1[C@@H]2CC[C@]2(C)[C@@H](c3ccc(=O)oc3)CC[C@]12O | 58*[25 µM]
Cc1ccc(S(=O)(=O)N(C)C)cc1NC(=O)C(C)[N+]12CCN(CC1)CC2 (stereo not given) | -10
CC(=O)N1CN2CN(C1)CN(C(C)=O)C2 | 0
Cc1c(C)c2ccc(OCC(=O)N3CCN(Cc4ccccc4)CC3)cc2oc1=O | 4
O=C(C1CCC(=O)N1C1CCCCC1)N1CCC2(CC1)OCCO2 (stereo not given) | 9
CC1([N+](=O)[O-])COP(=O)(Nc2cccc(F)c2)OC1 (stereo not given) | -2
CCCCn1c(C)c(C(=O)OCC)c2c(CN3CCCC3)c(O)ccc21 | 16
CCCCCn1c(NC(=O)c2ccco2)c(C(=O)OCC)c2nc3ccccc3nc21 | 27
FC(F)(F)CN1CC2C(c3ccc(Br)cc3)C(C1)N2CC1CC1 (stereo not given) | 2
CC(=O)Nc1cc(C(=O)N2CCC3(CC2)OCCO3)ccc1Sc1ccc(C)cc1 | 1
COC(=O)C1=C(N)Oc2cc(C)oc(=O)c2C12C(=O)Nc1ccccc12 (stereo not given) | 13
N#Cc1ccc(-c2ccc([C@H]3[C@@H](CO)N4CCCCN(C(=O)Cc5ccccc5)C[C@@H]34)cc2)cc1 | 17[25 µM]
O=C(C1CCN(S(=O)(=O)N2CCOCC2)CC1)N1CCC2(CC1)OCCO2 | 15
O=C(Cc1ccccc1)N1CCN(CCCc2ccccc2)CC1 | 7

Among those listed so far, 7 contain nitrogen in an aromatic ring.
SMILES | CD40 NFkB inh
Cn1cc(C(=O)OCC(=O)N2CCCC2)c2ccccc21 | 0
CCOC(=O)c1c(C)[nH]c(C)c1C(=O)C(Cc1ccccc1)N(C)C (stereo not given) | 2
Cc1cc(OC(=O)N(C)C)nc2c1c(C)nn2C | 3
C[C@H](CO)N1C[C@H](C)[C@@H](CN(C)C(=O)Oc2cccc3ccccc23)OCc2cn(nn2)CCCC1=O | -2[25 µM]
CSc1ccc(C(=O)C2CCCN(CCCn3cccn3)C2)cc1 (stereo not given) | -2
CCCCn1c(C)c(C(=O)OCC)c2c(CN3CCCC3)c(O)ccc21 | 16
CCCCCn1c(NC(=O)c2ccco2)c(C(=O)OCC)c2nc3ccccc3nc21 | 27

Following part:
SMILES | CD40 NFkB inh
Cc1ccc2c(c1)CC1(CN2C)C(=O)NC(=O)N(C(C)C)C1=O (stereo not given) | 3
O=C1CSC2N1CCNC21CCCCC1 (stereo not given) | 7
C=C(C)CC1(CC)C(=O)NC(=S)NC1=O | -1
O=C(COc1ccc2ccccc2c1)N1CCN(CC2CC3C=CC2C3)CC1 (stereo not given) | 4
CN1CCN(Cc2ccc(N)cc2)CC1 | 1
CC(CCc1ccccc1)NCCC#N (stereo not given) | 10
CC[N+](CC)(CC#CCO)CC#Cc1ccccc1 | 15
O=C(COc1ccccc1)Nc1ccc(Cl)cc1C(=O)c1ccccc1 | -2
CC1=CC[C@@H]2[C@@H](C1)c1c(O)cc(CC#CCCCNS(C)(=O)=O)cc1OC2(C)C | 3[25 µM]
COc1cccc(N=Cc2c(O)n(Cc3ccco3)c(=O)[nH]c2=O)c1 | -3
Cc1cc(=O)oc2cc(OCC(=O)N3CCN(C(C)c4ccccc4)CC3)c(Cl)cc12 (stereo not given) | 26
CC1(C)CC2CCC(O)C2C(CCO)N1 (stereo not given) | 3
COC(=O)CN1CN(c2ccccc2)C2(CCN(Cc3ccc4ccccc4c3)CC2)C1=O | 7[25 µM]
COc1ccc(S(=O)(=O)NC(CC(=O)N2CCC3(CC2)OCCO3)C(C)C)cc1 (stereo not given) | -2
CC(=O)c1ccc(OCC(=O)N2CCCC(N3CCN(c4ccccc4C)CC3)C2)cc1 (stereo not given) | 1
CCCC12CN3CN(C1)CC(CCC)(C3)C2O (stereo not given) | 3
CCOC(=O)C1(CCc2ccccc2)CCN(Cc2ccc3c(c2)OCCO3)CC1 | 24
CSc1ncc(Br)c(N2CC2)n1 | -10
O=C(c1c[nH]c2ccc(S(=O)(=O)N3CCOCC3)cc2c1=O)N1CCC2(CC1)OCCO2 | 0
COc1ccc(C=C2C(=O)NC(=S)NC2=O)cc1OC | -3
COc1ccc(NC(=O)c2cn(CCC#N)nc2-c2ccccc2)cc1 | 7
COc1cc2cc(C(=O)N3CC(COS(C)(=O)=O)c4ccc(O)cc43)[nH]c2c(OC)c1OC (stereo not given) | 91*
COc1ccc(OC(=O)N(C)C[C@H]2OCc3cnnn3CCCC(=O)N([C@@H](C)CO)C[C@H]2C)cc1 | -4
FC(F)(F)c1cccc(C2=CCN(CCc3ccc4ccccc4c3)CC2)c1 | -4[25 µM]
O=C(O)CCn1cc(C=C2C(=O)NC(=S)NC2=O)c(-c2cccc(Br)c2)n1 | 4

Fetched by compound from above, 5 records:
SMILES | CD40 NFkB inh
CC(=O)c1ccc(OCC(=O)N2CCCC(N3CCN(c4ccccc4C)CC3)C2)cc1 (stereo not given) | 1
FC(F)(F)c1cccc(C2=CCN(CCc3ccc4ccccc4c3)CC2)c1 | -4[25 µM]
COC(=O)CN1CN(c2ccccc2)C2(CCN(Cc3ccc4ccccc4c3)CC2)C1=O | 7[25 µM]
CCCC12CN3CN(C1)CC(CCC)(C3)C2O (stereo not given) | 3
COc1cccc(N=Cc2c(O)n(Cc3ccco3)c(=O)[nH]c2=O)c1 | -3

Next entries follow.
SMILES | CD40 NFkB inh
Cn1cc[n+](C)c1P(=S)(c1ccccc1)c1ccccc1 | 4
COc1ccc(O)c(CN2CCCC(C(=O)c3ccccc3SC)C2)c1 (stereo not given) | 23
Cc1ncc([N+](=O)[O-])n1CCOc1nonc1N | 14
COc1cccc(-c2ccc([C@@H]3[C@H]4CN(C(=O)Cc5ccncc5)CCCCN4[C@H]3CO)cc2)c1 | -4[25 µM]
CC(C)=CCC12CN3CCN(CC(C3)C1=O)C2 | 11
CN(C)c1ccc(C=C2C(=O)NC(=O)NC2=O)cc1 | 0
CN1CCN(c2ccc(C(F)(F)F)cc2N)CC1 | -2
C[C@H]1CN([C@@H](C)CO)C(=O)CCCn2nncc2CO[C@H]1CN(C)C(=O)Oc1ccccc1 | 1
N=c1ccccn1Cc1ccccc1 | 5
Cc1ccc2c(c1)C1CN(C)CCC1N2C(=S)Nc1cccnc1 (stereo not given) | 11
N#Cc1ccc(-c2ccc([C@H]3[C@H](CO)N4CCCCN(C(=O)Cc5ccccc5)C[C@@H]34)cc2)cc1 | 17[25 µM]
Cc1c(C(=O)c2cccc3ccccc23)c2cccc3c2n1[C@@H](CN1CCOCC1)CO3 | -4[25 µM]
CC(C)(C)NC(=O)CN1CCCN(C(=O)COc2ccc(Cl)c3ccccc23)CC1 | -2
C=CCN(CC=C)C(=O)CCN1CC1C (stereo not given) | 8
COc1ccc2ccc(O)c(CN3CC=C(c4ccccc4)CC3)c2c1 | -2
CC(=O)N(C1=NCCCS1)c1ccc(F)cc1 | 6
CCCn1cc(C(=O)O)cn1 | 14
CCn1c(C)c(C(=O)NCCc2ccccc2)c2cc(OC)ccc21 | -27
CCOC(=O)c1c(N)n(CCN2CCOCC2)c2nc3ccccc3nc12 | 5
CCc1cccc2c(C#N)cn(CC(=O)N3CCOCC3)c12 | 4
O=C(NC1CC1)c1cn(Cc2ccccc2)nc1-c1ccccc1 | 2
CC(C)n1cnc2c(C(=O)N[C@H]3CN4CCC3CC4)cc(Cl)cc21 | 7[25 µM]
COc1ccccc1CCNCc1ccc(OC)c(OC)c1OC | 9
c1cc2c(cc1CCNC1C3CC4CC(C3)CC1C4)OCO2 (stereo not given) | 1
O=C1NC2C(=CC(O)C(O)C2O)c2cc3c(c(O)c21)OCO3 (stereo not given) | 108*

Among those listed so far, 2 contain a nitro group on carbon:
SMILES | CD40 NFkB inh
CC1([N+](=O)[O-])COP(=O)(Nc2cccc(F)c2)OC1 (stereo not given) | -2
Cc1ncc([N+](=O)[O-])n1CCOc1nonc1N | 14

Remaining list, next part:
SMILES | CD40 NFkB inh
O=c1c2ccccc2nc(/C=C/c2ccc3c(c2)OCO3)n1-c1ccccc1 | -10
O=C1CCCC2C3CCCN4CCCC(CN12)C34 (stereo not given) | 1
Cn1ncnc2c(=O)n(C)c(=O)nc1-2 | 86*
CN(C)CCN(C)CCc1ccc(Cl)c(Cl)c1 | -1[25 µM]
O=C1CNC[C@H]2[C@H](c3ccc(Br)cc3)[C@H](CO)N12 | 0[25 µM]
C=CC[N+]1(C)C2CCC1CC(O)C2 (stereo not given) | 17
CC1=NN=C(c2ccc(N)cc2)c2cc3c(cc2C1)OCO3 | -28[25 µM]
CCOC(=O)C1(CCc2ccccc2)CCN(Cc2ccco2)CC1 | 11
CC(=O)NC(C)Cc1ccccc1 (stereo not given) | 16
C=CC(C)C(C(=O)c1ccccc1)N(C)C (stereo not given) | 2
c1ccc(C2NCCc3[nH]cnc32)cc1 (stereo not given) | 8
O=C1NC(=O)C(CCc2ccncc2)(CCc2ccncc2)C(=O)N1CCc1ccccc1 | 1
COc1ccc(OC)c(CC(=O)O)c1 | 4
CN1[C@@H]2CN(CC3CC3)C[C@H]1C2c1ccc(Br)cc1 (stereo not given in full) | -14
CC(=O)OC1C2(CC3N4C(=O)C5(CO)SSC4(CC31O)C(=O)N5C)OC(C)C(C)(C)C2=O (stereo not given) | 107*
O=[N+]([O-])c1ccc(N2CC2)c([N+](=O)[O-])c1 | 1
O=C(O)[C@@H]1[C@@H](CO)[C@@H]2Cn3c(ccc(-c4ccncc4)c3=O)[C@H]1N2C(=O)C1CCCCC1 | 5
COc1ccccc1CNCCc1cccc(Cl)c1 | 3
CCNC(=O)NNC(=O)C1CC(c2cccnc2)=NO1 (stereo not given) | 12
C/C=C/c1ccc([C@H]2[C@H]3CN(C(=O)Cc4cccnc4)CCCCN3[C@H]2CO)cc1 | 7[25 µM]
COCCn1c(-c2ccccc2)cc(C(=O)O)c1C | 10
COc1cccc(CN2CCCCC2c2cccnc2)c1 (stereo not given) | 8
CC(C)[C@@]1(NC(=O)[C@@H]2C[C@@H]3c4cccc5[nH]cc(c45)C[C@H]3N(C)C2)O[C@@]2(O)[C@@H]3CCCN3C(=O)[C@H](Cc3ccccc3)N2C1=O | 4
COc1ccc(OC(=O)N(C)C[C@@H]2OCc3ccccc3-c3c(n(C)c4ccccc34)C(=O)N([C@H](C)CO)C[C@H]2C)cc1 | 13
N#Cc1ccc(NC(=O)CN2CCN(C(=O)c3cccs3)CC2)cc1Cl | -1
Later entries:
SMILES | CD40 NFkB inh
COc1ccc(OC(=O)N(C)C[C@@H]2OCc3ccccc3-c3c(n(C)c4ccccc34)C(=O)N([C@H](C)CO)C[C@@H]2C)cc1 | 2
CC(C)(C)c1cc(O)ccc1O | 11
Cc1c(C(=O)Nc2ccccc2)cc(-c2ccccc2)n1CCCN1CCOCC1 | 5
COc1cc2c(C(=O)O)c(C)n(C)c2cc1Br | 22
Cc1nc2c(-c3ccccc3)c(C)nn2c(C)c1CCC(=O)N1CCC2(CC1)OCCO2 | -2
COc1ccc(C(CNC(=O)CCc2ccsc2)N(C)C)cc1 (stereo not given) | -103
O=C1NC(=O)C2(CCCc3ccc(N(CCCl)CCCl)cc32)N1 (stereo not given) | 3
CCOC(=O)C1(CCc2ccccc2)CCN(Cc2csc(C(C)=O)c2)CC1 | 11
C=C(C)c1cccc(C(C)(C)NC(=O)NC2CN3CCC2CC3)c1 (stereo not given) | 12
COC(/C(C)=C/C=C/C(C)=C/c1coc(C)n1)C(C)C1CC(O)C2(C)OC2C=CC(C)C2CC(CC(=O)O2)CC2OC2C(=O)O1 (stereo not given) | 3
CCn1c(C)c(C(=O)O)c2cc(OC)ccc21 | 7
O=c1c([N+](=O)[O-])cn(O)cc1[N+](=O)[O-] | -5
O=C1NC(=O)C(=Cc2c(Cl)cccc2Cl)C(=O)N1 | 15
OC(CNCCc1c[nH]c2ccccc12)C(F)(F)F (stereo not given) | 3
CCN(CC(=O)Nc1ccc(C#N)c(Cl)c1)CC(=O)NC(C)(C)C | 10
Cn1c(O)c(C=NCCc2c[nH]c3ccccc23)c(=O)n(C)c1=O | -4
COc1nc2ccccc2nc1N1CCN(C)CC1 | -1
FC(F)(F)CN1C[C@@H]2C(c3ccccc3)[C@H](C1)N2CC1CC1 (stereo not given in full) | 3
Cc1ccc(OC(=O)N(C)C[C@@H]2OCc3cnnn3CCCC(=O)N([C@H](C)CO)C[C@H]2C)cc1 | 1[25 µM]
O=[N+]([O-])c1ccc(N2CCOCC2)c2ccncc12 | 0
Cc1ccc(OC(=O)N(C)C[C@H]2OCc3cnnn3CCCC(=O)N([C@H](C)CO)C[C@@H]2C)cc1 | 5[25 µM]
CC(C)C/C(=N/O)c1cn(C)c2ccccc12 | 23
CC[C@]12C=CCN3CCC4(c5cc(Br)c(OC)cc5N(C)C4[C@@](O)(C(=O)OC)[C@@H]1OC(C)=O)C32 (stereo not given in full) | 0
O=C(COC(=O)c1ccccc1)Nc1ccc(Cl)cc1C(=O)c1ccccc1 | 6
Cc1ccsc1C(=O)C1CCCN(Cc2cccc(-n3cccn3)c2)C1 (stereo not given) | 9
O=C1c2ccccc2-c2cccc3cccc1c23 | -47
CN1C(=O)C(Cc2ccsc2)C(=O)N(C)C1=O | 4
COP(=O)(NS(=O)(=O)c1ccccc1)OC | 8
CCCCn1c(N)c(C(=O)NCCN2CCOCC2)c2nc3ccccc3nc21 | 3
NCCc1ccc(O)cc1 | 7[25 µM]

Source: PubChem BioAssay
